# cln2 rad14: NCI yeast anticancer drug screen, S. cerevisiae cln2 rad14 strain. growth inhibition, % at 50 µM. 78,000 compounds, 8.3% hits;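 also: 0% = growth of vehicle-only cultures of the same strain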
#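 Test compounds were added to cln2 rad14 yeast cultures; inhibition of growth was then determined by comparison with vehicle treatment.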
# bub3: NCI yeast anticancer drug screen, S. cerevisiae bub3 mutant strain | % growth inhibition at 50 µM | 78,000 compounds, 9.9% hits;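 also: 0% = growth of vehicle-only cultures of the same strain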
#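 Whole-cell yeast assay. The mutant strain was incubated with compounds, and growth inhibition was determined by comparison with vehicle-treated cells.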
# mec2-1: NCI yeast anticancer drug screen, S. cerevisiae mec2-1 strain. % growth inhibition at 50 µM. 79,000 compounds, 9% hits. AID 157;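 also: 0% = growth of vehicle-only cultures of the same strain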
#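 Strain: mec2-1 (DNA repair/cell cycle alteration). Compound exposure, then growth measured; inhibition expressed relative to vehicle.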
# mlh1 rad18: NCI yeast anticancer drug screen, S. cerevisiae mlh1 rad18 strain. growth inhibition, % at 50 µM. 79,000 compounds, 11% hits. AID 175;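 also: 0% = growth of vehicle-only cultures of the same strain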
#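 A repair-deficient yeast strain is exposed to test compound, and growth is scored relative to vehicle-treated controls.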
# yeast sgs1 mgt1: NCI yeast anticancer drug screen, S. cerevisiae sgs1 mgt1 strain; AID 161; 78,000 compounds, 10% hits; growth inhibition, % at 50 µM;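 also: 0% = growth of vehicle-only cultures of the same strain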
#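 Yeast cells carrying a defined DNA-repair defect were exposed to test compounds. Growth inhibition was measured relative to vehicle-treated controls.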
# yeast rad50: NCI yeast anticancer drug screen, S. cerevisiae rad50 strain | growth inhibition, % at 50 µM | 79,000 compounds, 10% hits | AID 155;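 also: 0% = growth of vehicle-only cultures of the same strain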
#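 DNA repair mutant yeast, compound exposure, growth read-out; inhibition is taken relative to vehicle.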
# Numbers without * were called inactive; & = joins results of further samples. Rule as the data show it: active = growth inhibition above about 70%; inactive = the rest.
# Second line of a record – cln2 rad14, bub3, mec2-1, mlh1 rad18, yeast sgs1 mgt1, yeast rad50
> C[C@H](CCC(c1ccccc1)c1ccccc1)[C@H]1CC[C@H]2[C@@H]3CC[C@@H]4C[C@H](O)CC[C@]4(C)C3=CC[C@]12C
  25, -2, -15, 9, 4, 2
> COC1=C(C)C(=O)c2ccccc2C1=O
  20, 61, 27, 64, 50, 61
> FC(F)(F)c1cc(NC2=NCCN=C(Nc3cc(C(F)(F)F)cc(C(F)(F)F)c3)SS2)cc(C(F)(F)F)c1
  -2, -22, -30, -16, -11, -14
> COc1ccc(C(N2CCNCC2)N2CCNCC2)cc1
  -30, -4, 6, 48, 20, 14
> O=[N+]([O-])c1nccn1CC(O)c1ccccc1 (stereo not drawn)
  25, -14, -19, 3, 0, 10
> Cc1nnc2c3nccnc3c(Cl)nn12
  20, 9, 25, 24, 56, 21
> CCCCC(C)NC=O (stereo not drawn)
  9, 14, 13, 25, 4, 31
> NC(=O)C1CCCC1
  14, 23, 2, -5, -5, -3
> O=c1nc(OCCO)c([N+](=O)[O-])c(C(Cl)(Cl)Cl)[nH]1
  36, 80*, 90*, 92*, 82*, 61
> O=S(=O)(O)C1=NCCN1
  2, 20, 7, 10, 22, 9
> CC(C)C(Br)C(=O)N1CCOCC1 (stereo not drawn)
  -21, -10, -18, -5, -5, 0
> c1ccc(C2OCC(C3OC(c4ccccc4)OC4COC(c5ccccc5)OC43)O2)cc1 (stereo not drawn)
  0, 10, 18, 32, 25, 11
> CN(C)c1ccc(/C=C(\C#N)c2c(F)cccc2F)cc1
  42, 13, -11, 0, 18, 6
> CC(=O)Nc1ccccc1C(=O)c1ccccc1
  -5, 3, 9, -14, -6, 0
> OCC(CN1CCCCC1)(CN1CCCCC1)CN1CCCCC1
  -7, -5, -69, -32, -15, -48
> CCN(CC)CC(O)c1ccc2ccc3ccccc3c2c1 (stereo not drawn)
  32, 65, 37, 51, 43, 71*
> O=C(Nc1cccc([N+](=O)[O-])c1)N1CCCC1
  -4, -8, -16, -21, -8, -7
> CCCC(NC(=O)CN)C(=O)O (stereo not drawn)
  -50, -29, 19, 6, 2, 15
> CCN(CCO)CCNc1ccc(CO)c2sc3cc(Cl)ccc3c(=O)c12
  -23, 3, 0, -18, -9, -24
> CCc1ccc(CC)c(OC)c1
  -27, -11, -2, 19, 0, 17

# Brought forward from above: three compounds, then new ones.
# Second line of a record – cln2 rad14, bub3, mec2-1, mlh1 rad18, yeast sgs1 mgt1, yeast rad50
> CCCC(NC(=O)CN)C(=O)O (stereo not drawn)
  -50, -29, 19, 6, 2, 15
> CCN(CCO)CCNc1ccc(CO)c2sc3cc(Cl)ccc3c(=O)c12
  -23, 3, 0, -18, -9, -24
> CCc1ccc(CC)c(OC)c1
  -27, -11, -2, 19, 0, 17
> O=C(O)c1cc(S(=O)(=O)O)ccc1O
  -30, -17, 18, -13, -10, 10
> CC(O)(c1ccc(F)cc1)C1CC1 (stereo not drawn)
  16, -14, -25, 9, -22, 10
> O=C(O)C(Nc1ccccn1)(c1ccccc1)c1ccccc1
  -3, -24, -26, -13, -15, -20
> O=C(O)/C=C/C(=O)Nc1ccccc1
  -30&0, -10&-3, -22&-19, -2&4, -14&-12, -27&-5
> NC(=O)CCCC(C(N)=O)(c1ccccc1)c1ccccc1
  -11, -7, 13, -4, 3, 9
> CN(CCC1(C)C(=O)CCc2ccccc21)Cc1ccccc1 (stereo not drawn)
  31, 14, 22, 17, 23, 13
> CCCCNC(=O)/C(=C\c1ccccc1)NC(C)=O
  -8, 11, 12, -14, 1, 50
> CCN(CC)CCN(C(=Nc1ccccc1)N1CCOCC1)c1ccccc1
  -4, 5, -40, -12, 4, -20
> COc1cc(C2c3cc4c(cc3OC(O)C2C)OCO4)cc(OC)c1OC (stereo not drawn)
  -47, 16, 5, -4, 12, -12
> CC(C)C(O)C(C)C
  17, 14, -2, 50, 5, 83*
> O=C(CBr)N1c2ccccc2Sc2ccc3ccccc3c21
  90*, 91*, 91*, 88*, 92*, 91*
> Cc1ccc(S(=O)(=O)N=S(C)C)cc1
  16, 10, 0, 26, 29, 6
> Fc1ccc2c(c1)NCC2
  -4, -16, -22, 12, 6, 10
> CCC1(CCC#N)CCC(N)=CC1=O (stereo not drawn)
  -50, -6, 17, -1, 8, 22
> CCN(CC)c1ccc2c(c1)Oc1ccc(N(CC)CC)cc1C21Oc2ccccc2-c2c1c1ccccc1n2CC (stereo not drawn)
  25, 14, 16, 41, 66, 67
> c1ccc(CCN2CCCCCCCC2)nc1
  -23, -9, 8, 0, -4, 1
> O=c1[nH]c(=O)n(C2CC(O)C(CO)O2)cc1F (stereo not drawn)
  5&-7, -13&-61, -20&12, -12&-91, 1&-26, 0&-26
> CCOC(=O)c1ccccc1S(=O)(=O)c1ccccc1C(=O)OCC
  11, 5, 17, 10, 10, 1
> C/C=C\c1cc2c(cc1CC#N)OCO2
  6, 8, 20, 26, 42, -21
> CC1=C(C(=O)NNC(=O)c2ccccc2)CC(C(=O)NNC(=O)c2ccccc2)=C(C)N1
  -35, -13, 14, -29, 2, -24

# (continued)
# Second line of a record – cln2 rad14, bub3, mec2-1, mlh1 rad18, yeast sgs1 mgt1, yeast rad50
> CC(=O)N(CN1C(=O)CCC1C(=O)O)c1ccccc1 (stereo not drawn)
  2, 1, -1, -31, -8, 20
> CC(CN(C)C)Oc1ccc2c(c1)C(=O)C(C)C2 (stereo not drawn)
  -29, 22, -5, -23, 5, -26
> CCN(CCO)C(=O)C1(c2ccccc2)CCCCC1
  28, 18, -10, -1, 9, 12
> O=C(Oc1ccc(Br)cc1)c1ccccc1
  -27&-14, 14&31, -7&-13, 29&-6, 0&-4, 6&1
> O=C1CCSC(=S)N1c1ccccc1C(F)(F)F
  99*, 99*, 100*, 99*, 100*, 99*
> N=C1N=Nc2nc(C3(c4nc5n(c4O)C(=N)N=N5)Cc4ccccc4C3=O)c(O)n21 (stereo not drawn)
  23, 86*, 59, 93*, 67, 82*
> O=[N+]([O-])c1ccc(NCn2c(=S)sc3ccccc32)cc1
  2, 3, -27, 4, 11, 14
> O=C(O)C(CSC(c1ccccc1)(c1ccccc1)c1ccccc1)Nc1ccccc1[N+](=O)[O-] (stereo not drawn)
  98*, 98*, 99*, 99*, 99*, 99*
> Oc1ccc(Cl)cc1Cc1cc(Cl)cc(Cc2cc(Cl)cc(Cc3cc(Cl)cc(Cc4cc(Cl)ccc4O)c3O)c2O)c1O
  -17, -26, 0, -27, -5, -31
> C=C(Br)C[N+](CC)(CC)CC
  16, -9, -3, -9, -9, -14
> Cc1ccc(S(=O)(=O)Oc2c(Br)cc(Br)cc2Br)cc1
  -66, -14, -3, -4, -6, -4
> c1ccc(-c2c3c(nc4c2CC[C@H]4NC2=NCCN2)[C@@H](NC2=NCCN2)CC3)cc1
  -26, 6, -19, -4, -2, 9
> CCCCCCCCCCCCCCCCCC(=O)N/N=C\c1ccc(O)c(OC)c1
  -57, -3, -14, 6, -9, -12
> COc1ccc(OC)c(/C=C/c2ccc(NC(=O)C(Cl)(Cl)Cl)cc2)c1
  -36, -3, -4, 10, -12, -11
> CCc1nc(N)nc(N)c1-c1ccc(NCCCCCCN)c([N+](=O)[O-])c1
  96*, 94*, 96*, 97*, 93*, 86*
> CC(C)C(O)(C(C)C)C(C)C
  -68, -12, -15, -36, -36, -8
> COc1ccc(C(=O)C(C)(CCC#N)CCC#N)cc1
  -45, 14, -6, 2, 3, -10
> CCC(C(=O)O)C(=O)O.[NH2-].[NH2-].[Pt+2]
  14, -10, -7, 2, -11, 12
> CC(C)COC(=O)N1c2ccccc2C=CC1OCC(C)C (stereo not drawn)
  2, -15, -26, -10, -6, -3
> C/C=C/C(=O)Nc1cc(Cl)ccc1C
  -52, 9, -8, 6, -5, -1

# (list continues)
# Second line of a record – cln2 rad14, bub3, mec2-1, mlh1 rad18, yeast sgs1 mgt1, yeast rad50
> CC1(C)C2CCC1(C)C(NC(N)=O)C2 (stereo not drawn)
  -7, 2, 6, 10, -9, -10
> O=C(O)/C=C/C=C/C(=O)O
  -18&8, -15&-1, -10&-4, 3&-11, -2&-4, 14&-5
> Cc1ccc(C(C)(N)C(=O)O)cc1 (stereo not drawn)
  -24, 1, -2, -17, -15, -31
> CC(C)C1OC1(C)C#N (stereo not drawn)
  0, 7, -13, -5, 1, -12
> O=C1CCCCC1Sc1ccccn1 (stereo not drawn)
  9, -3, -18, -25, -22, -11
> O=c1nc(Sc2ccccc2)ccn1C1OC(CO)C(O)C1O (stereo not drawn)
  9, 7, -9, 6, -1, -12
> CC1CC(C(=O)O)NC1C (stereo not drawn)
  -38, 12, 5, 11, -3, 6
> C/C(=N\NS(=O)(=O)c1ccc(C)cc1)c1ccc[n+]([O-])n1
  7, 6, -2, -1, 6, 5
> COC(=O)C1CCC(=O)CC1
  -20, 2, 0, -3, -10, -1
> CCCCCC(=O)C#Cc1ccccc1
  -7, -5, 11, 20, 12, 24
> CSCCC(NC(=O)OCc1ccccc1)C(=O)O (stereo not drawn)
  -25, -4, -1, -4, 5, -31
> CC(=O)OCC1C(OC(C)=O)C(OC(C)=O)C(n2cnc3c(N)ncnc32)N1C(C)=O (stereo not drawn)
  11, 2, 4, 4, 16, 17
> COc1cc(-c2oc3c(OC)c(OC)cc(O)c3c(=O)c2OC)ccc1O
  -5, -9, -8, 0, -9, 12
> CC1=C(C(=O)NNC(=O)C[N+](C)(C)C)CC(C(=O)NNC(=O)C[N+](C)(C)C)=C(C)N1
  -31, -13, -21, -40, -11, -12
> O=S(=O)(SCCCCSS(=O)(=O)c1ccc(Cl)cc1)c1ccc(Cl)cc1
  17, 1, 18, 22, 56, 56
> C=C(C)c1ccc(C)c(C)c1
  9, 4, -10, 1, 4, -6
> COc1cc2c(cc1N)-c1ccc(N)cc1C2O (stereo not drawn)
  17, 17, 4, 1, -9, 8
> CCCCCCCCCCCCCCCC(=O)OCC1OC(n2c(O)c(N=NC(N)=S)c3ccc([N+](=O)[O-])cc32)C(OC(C)=O)C1OC(C)=O (stereo not drawn)
  17, -2, -12, -6, -21, -30
> O=C1NC(=O)C(CCCCO)N1 (stereo not drawn)
  32, -14, -24, -25, -17, -5
> O=C1OC2CC=CC1C2 (stereo not drawn)
  3, -7, -4, 16, 13, -14

# More results
# Second line of a record – cln2 rad14, bub3, mec2-1, mlh1 rad18, yeast sgs1 mgt1, yeast rad50
> C/C(=N/O)c1sc(-c2nc(C)c(/C(C)=N\O)s2)nc1C
  5, -7, -19, 3, 5, -2
> CCOC(=O)c1ccccc1NC(c1ccccc1)c1ccc2cccnc2c1O (stereo not drawn)
  -15, 3, 7, 13, 17, 21
> O=C(CCl)Nc1cc2ccccc2oc1=O
  41, 5, 42, -2, 21, 21
> Cc1c2c(C(N)=O)nccc2c(C)c2c1c1ccccc1n2Cc1ccccc1
  28, -4, 8, 37, 40, 50
> CC(=O)CC(C)=O.CCN(CC)CC[C-]=O.[Pd+2]
  10, 76*, 71*, 75*, 73*, 67
> Cc1ccc(Cl)cc1NS(=O)(=O)c1ccccc1
  -14, -23, -31, 6, -3, -4
> O=C(O)C(O)c1c[nH]c2ccccc12 (stereo not drawn)
  -1, -11, -2, -29, -27, -5
> O=Cc1c(-c2ccccc2)[nH]c2ccccc2c1=O
  9, 1, 17, 2, 16, 21
> CC1(C)OC(C)(C)c2c1nnc(-c1cccc([N+](=O)[O-])c1)[n+]2[O-]
  1, 12, -26, -4, 19, -20
> CCC(c1ccc(N(C)C)cc1)c1ccc(N(C)C)cc1
  8, 0, -49, 4, 2, 4
> Oc1ccc(Cl)cc1/C=N\NC(=S)Nc1ccc2cn[nH]c2c1
  -39, 21, 10, 11, 14, -3
> O=[N+]([O-])c1ccc2[nH]nc(OCc3ccccc3Cl)c2c1
  19, 7, 24, 6, -24, 11
> CC(N)C(=O)NCC(=O)O (stereo not drawn)
  4, -12, 7, -3, -7, 12
> O=C(O)CCCN1CCCCC1
  -5, -64, -32, 9, -30, -22
> CCn1c(CCCc2nc3c([nH]2)c(=O)n(C)c(=O)n3C)nc2c1c(=O)n(C)c(=O)n2C
  33, -41, -39, -15, -45, 7
> CC(C)(C)[N]=[V]([Cl])([Cl])[Cl]
  -6, -11, -1, -10, -7, 4
> CCOC(CC)(OCC)OCC
  13, 7, 6, 5, 14, 22
> Cc1c2cnccc2c(CO)c2[nH]c3ccccc3c12
  5, -11, -10, 60, 8, 12
> C[Si](C)(C)Oc1cc(N=NNC2=CC(=O)c3ccccc3C2=O)c(O)c2ccccc12
  -24, 8, 2, 5, -12, 0
> Cc1cc(/C=C/c2ccc3cc(N(C)C)ccc3[n+]2C)c(C)n1-c1ccccc1
  93*, 71*, 87*, 96*, 93*, 87*
> COC(=O)C1=C(C)C(=O)CC1
  -12, 14, -2, 14, 12, 17
> O=C(/C=C/c1ccccc1)NC(=S)Nc1ccccc1F
  -12, 30, -3, 21, -24, 12
> O=C(N(Cc1ccccc1)c1ccccc1)C(Cl)(Cl)Cl
  30, 67, 77*, 78*, 78*, 65

# Taken from above.
# O=C(/C=C/c1ccccc1)NC(=S)Nc1ccccc1F @ cln2 rad14: -12
# O=[N+]([O-])c1ccc2[nH]nc(OCc3ccccc3Cl)c2c1 @ mec2-1: 24
